AI-2 QS modul: Vibrio harveyi AI-2 quorum sensing modulation; Vibrio harveyi JMH597 AI-2 luminescence/OD600 ratio, 9 h; active compounds read low; strain lacks LuxN and CqsS sensors; 0 = neutral-control median; activity change, % at 7.5 µM; hit rate 0.4% among 300,000; AID 2094; in the data active means activity change below about -75%, passing the limit was not always enough; inconclusive means no clear call, values can overlap the other calls;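 further: luminescence divided by OD600 gain over 9 h not by final OD600 alone; inactives centre near 13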
IEC-6 cytotox: counter-screen for KLF5 inhibitors: cytotoxicity in IEC-6 cells. IEC-6 cytotoxicity, luminescence viability. inhibition, % at 5 µM. hit rate 0.78% among 290,000. AID 1825; in the data active means inhibition above about 22%;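 further: 0% = plate median of test compound wells and 100% = cytotoxic reference compound wells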
PolyA inhibitor: yeast polyadenylation inhibition; hit rate 0.02% among 300,000; S. cerevisiae SKY197-pL101 polyadenylation reporter, beta-gal luminescence; efflux-impaired pdr1/pdr3 knockout yeast; score 100 = 6 SD above DMSO; AID 1875; calls only at 12 µM;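 active means lowest replicate activity score at least 50, where 100 means six control SD above control mean; inconclusive means lowest score under 50 but half or more replicates reach 50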;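 further: yeast exposed to compound for 9 h at 30 °C; higher score means more reporter readthrough which indicates perturbed polyadenylation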
GSK3 alpha inh: human GSK-3 alpha kinase inhibition; hit rate 0.1% among 320,000; ADP-Glo luminescence, 60 min; inhibition, % at 10 µM; P49840;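 in the data active means inhibition above about 50%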;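 further: GST-tagged GSK-3 alpha with peptide substrate and 25 µM ATP; 0% = DMSO neutral wells and 100% = GW8510 positive control wells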
Target sequence (P49840 whole entry, looked up): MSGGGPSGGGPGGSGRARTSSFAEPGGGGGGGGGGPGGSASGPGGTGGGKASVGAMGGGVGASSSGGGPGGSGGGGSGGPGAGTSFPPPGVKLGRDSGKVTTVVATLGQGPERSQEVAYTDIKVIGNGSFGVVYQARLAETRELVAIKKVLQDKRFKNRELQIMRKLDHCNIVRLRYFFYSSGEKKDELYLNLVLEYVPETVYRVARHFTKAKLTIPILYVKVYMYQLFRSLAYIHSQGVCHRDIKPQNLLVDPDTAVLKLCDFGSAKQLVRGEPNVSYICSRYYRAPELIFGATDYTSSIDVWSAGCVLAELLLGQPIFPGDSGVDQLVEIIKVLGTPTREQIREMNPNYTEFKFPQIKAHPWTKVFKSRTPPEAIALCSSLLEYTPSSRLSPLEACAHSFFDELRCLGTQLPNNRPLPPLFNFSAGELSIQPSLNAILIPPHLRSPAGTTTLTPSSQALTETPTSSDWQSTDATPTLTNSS
KLF5 inh: inhibitors of KLF5 expression. DLD-1 KLF5 promoter-luciferase reporter, luminescence. AID 1700. hit rate 0.23% among 290,000. inhibition, % at 5 µM;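 active means inhibition above a per-plate limit of that plate's mean compound inhibition plus 3 SD, cut at about 60% in these data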;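 further: 0% = DMSO wells and 100% = LY294002 at 200 µM; higher means less KLF5 promoter-driven luciferase light; inactives centre near -14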
HSF1 inh: HSF1 inhibition. activity change, negative = inhibition, % at 7.5 µM (by protocol). NIH3T3-HGL HSE-luciferase, MG132-induced, luminescence 8 h; active compounds read low. AID 2098. hit rate 0.77% among 300,000;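 active means more than half of replicate wells show activity change below -50%, luminescence cut by over half; inconclusive means some wells, but at most half, below -50%; inactive means no replicate well below -50%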;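 further: luciferase reports HSF-1 transcriptional activity via heat shock element; 0% = median of DMSO wells and -100% = zero luminescence signal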
aSyn UTR inh: 5' untranslated region of α-synuclein, MLPCN primary screen | alpha-synuclein 5'UTR reporter, inhibitor activity | inhibition, % (tested at 7.5 µM) | hit rate 0.82% among 300,000; in the data active means inhibition above about 60%; inconclusive means no clear call, values can overlap the other calls;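 further: H4 neuroglioblastoma cells stably carrying SNCA 5'UTR luciferase fusion; 0% = DMSO wells and 100% = positive control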
GSK3B inh: inhibitors of human GSK3beta kinase. P49841. GST-GSK3beta kinase, ADP-Glo luminescence, 60 min; active compounds read low. activity score (negative = inhibition), % at 10 µM. hit rate 0.038% among 300,000;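 active means more than half of replicate wells score below -50%, meaning over 50% inhibition versus plate controls; inconclusive means some replicates but at most half score below -50%; inactive means no replicate scores below -50%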;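 further: 0% = median DMSO wells and -100% = median GW8510 positive control wells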
Target sequence (P49841 whole entry, looked up): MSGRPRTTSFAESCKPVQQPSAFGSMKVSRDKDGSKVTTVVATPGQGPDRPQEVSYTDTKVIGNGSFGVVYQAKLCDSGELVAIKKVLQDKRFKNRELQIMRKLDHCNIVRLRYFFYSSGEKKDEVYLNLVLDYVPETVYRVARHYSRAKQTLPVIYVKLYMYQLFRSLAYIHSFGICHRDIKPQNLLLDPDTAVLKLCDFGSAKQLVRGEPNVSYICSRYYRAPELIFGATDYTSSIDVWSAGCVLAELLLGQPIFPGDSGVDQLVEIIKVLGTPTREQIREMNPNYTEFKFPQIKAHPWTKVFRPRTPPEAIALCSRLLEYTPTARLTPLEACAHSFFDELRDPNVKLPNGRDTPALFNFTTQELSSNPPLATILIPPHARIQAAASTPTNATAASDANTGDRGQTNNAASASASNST
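test system = GST-tagged human GSK3beta kinase, cell-free | reagent = 25 µM ATP with peptide substrate | dosing = one dose of 10 µM per compound | schedule = 60 min reaction, RT | detection = luminescent ADP-Glo measurement of ADP formed | control set = DMSO neutral wells and GW8510 at 20 µM as positive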
HSP90 inh: blocks HSP90-mediated luciferase refolding in reticulocyte lysate; Rabbit reticulocyte lysate, luciferase refolding luminescence, 3 h; inhibition, % at 5.6 µM; hit rate 0.91% among 290,000; AID 1789;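 active means inhibition above the screen-wide mean plus 3 SD, computed separately per campaign, cut at about 16% in these data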;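 further: 0% = DMSO wells and 100% = 60 µM geldanamycin wells; inhibitors lower the luminescence because luciferase stays unfolded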
HSF1 activator: increases HSF-1 driven luciferase reporter signal. NIH3T3-HGL HSF-1 luciferase reporter, MG132, 8 h; 100% = twice DMSO control signal. activation, % at 9 µM. hit rate 1.7% among 300,000. AID 504408;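 active means mean replicate activation of at least 50% with a set share of replicates each reaching 50%; inconclusive means only one of those two conditions met; inactive means mean below 50% and too few replicates reaching it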;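 further: 0% = median of the neutral control wells and 100% = twice that signal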
* = called active by the depositor; i = inactive; ? = inconclusive; · = no result given. These rows are one share of the data, so the mix of outcomes need not match the whole.

SMILES | AI-2 QS modul | IEC-6 cytotox | PolyA inhibitor | GSK3 alpha inh | KLF5 inh | HSF1 inh | aSyn UTR inh | GSK3B inh | HSP90 inh | HSF1 activator
Cc1nc(NC(=O)c2cccc(Cl)c2)sc1C(=O)N1CCCCC1 | 6 | -3 | i | 1 | -69 | -1 | -138 | -1 | 34* | -3
CCOc1ccc(OCCC(=O)N2CCc3cc(OC)c(OC)cc3C2)cc1 | -7 | -6 | i | 1 | -22 | 9 | 2 | -4 | 2 | 21
NC(=O)COc1ccc(Cc2ncc(C(F)(F)F)cc2Cl)cc1 | 17 | -7 | i | -1 | 11 | · | -7 | 0 | 1 | ·
O=C(NCc1ccc2c(c1)OCO2)C1CC(c2cccc(Br)c2)=NO1 (stereo unspecified) | 13 | 0 | · | -2 | -28 | -22 | -7 | 2 | 1 | -4
O=C(OC(C(=O)NCc1ccc(F)cc1)c1ccccc1)c1ccco1 (stereo unspecified) | 14 | -5 | i | 1 | -44 | 2 | -12 | 2 | -3 | 10
Cc1cc(C2=NNC(=NC3CC3)SC2)c(C)n1-c1ccccc1F | 23 | 6 | i | · | -16 | -68* | 99* | -4 | 36* | -68
CS(=O)(=O)c1ccc2nc(NC3(C(F)(F)F)N=C4SCCN4C3=O)sc2c1 (stereo unspecified) | 7 | -1 | i | -1 | -13 | -1 | 2 | -2 | 7 | -12
O=[N+]([O-])c1ccc2[nH]c(O)c(N=Nc3ccc(F)cc3)c2c1 | 9 | -6 | i | 3 | -12 | 8 | 8 | -2 | 0 | 21
Cc1nn(Cc2ccc(F)cc2)c(Cl)c1/C=N/NC(=O)c1cccnc1 | 10 | -2 | i | 2 | 2 | · | -8 | 1 | -3 | ·
O=C(O)c1cc([N+](=O)[O-])ccc1NCc1ccccc1Cl | 21 | 3 | i | -4 | -21 | 3 | 16 | 4 | 3 | 3
Cc1ccc(Sc2c(C#N)c(-c3ccccc3)nn2C)cc1 | 13 | 1 | i | 0 | 11 | -2 | 22 | -9 | 0 | -18
Cc1ccc(S(=O)(=O)N2CCN(C(=O)N3CCCC3)CC2)cc1 | 11 | -5 | i | 2 | -17 | -6 | -5 | 0 | -1 | 4
Cc1[nH]n(C)c(=O)c1C(=O)c1c(-c2ccccc2Cl)noc1C | 26 | -4 | i | -1 | -33 | 4 | 10 | -1 | -1 | 14
CS(=O)c1ccccc1COC(=O)Nc1ccc(Cl)cc1 (stereo unspecified) | 3 | -3 | i | -4 | -50 | 14 | -34 | 2 | -1 | 47
C=CCSc1nc2c(c(=O)[nH]c(=O)n2C)n1CC | 28 | 2 | i | 5 | 19 | 6 | 12 | 0 | 1 | 23
Cn1ccnc1SCc1cccc([N+](=O)[O-])c1 | 17 | -8 | i | -3 | -12 | -3 | 4 | 1 | -4 | 11
CCc1ccc(-c2cc(C)no2)cc1S(=O)(=O)NC(C)Cc1ccco1 (stereo unspecified) | 24 | 1 | i | -2 | -30 | 3 | 8 | 3 | -3 | 16
CCCCCN1CN(S(=O)(=O)c2cccs2)c2nc3ccccc3nc21 | 13 | -10 | i | -1 | -36 | 8 | -1 | 3 | -4 | 18
CCOC(=O)c1c(C)cc(C)n2c1nc1ccccc12 | 17 | 5 | · | -4 | -19 | -1 | 6 | -2 | 4 | -14
Cc1cc(C)n(-c2nc3nonc3nc2-n2nc(C)cc2C)n1 | 0 | -14 | i | 0 | -15 | 0 | 12 | 1 | -2 | -1
COc1ccc(-c2cc(=O)oc(-c3cccc(C)c3)n2)cc1 | 20 | -2 | i | -2 | -43 | -5 | -2 | 2 | -1 | -8
CC(C)CN(C(=O)CN1CCN(c2ccc(O)cc2)CC1)c1c(N)n(CC(C)C)c(=O)[nH]c1=O | 30 | -3 | i | 4 | -21 | -7 | -20 | 0 | 1 | -1
COc1cc(-c2nc(N)n[nH]2)cc(OC)c1OC | 1 | 5 | i | · | -40 | -4 | 13 | 0 | 2 | 8
CNc1nc(SCC(=O)OC)nc(N2CCOCC2)n1 | 28 | 0 | i | 7 | 5 | -2 | 17 | -3 | -1 | -7
COc1ccc2nc(SCCOC(=O)Nc3ccc(Cl)cc3)nc(C)c2c1 | 12 | -1 | i | 0 | -10 | -8 | 25 | -3 | 2 | -10
CCOC(=O)c1oc2c(CN3CCN(C)CC3)c(O)ccc2c(=O)c1-c1ccccc1OC | 3 | 6 | i | 2 | -23 | -7 | 4 | 0 | 1 | 6
COc1ccc(-n2c(SCc3ccccn3)nc3c(c2=O)SCC3)cc1OC | 9 | 7 | i | -2 | -6 | -10 | -3 | -1 | -2 | -29
CCc1ccc(-c2cc(C)no2)cc1S(=O)(=O)N1CCN(c2ccc(F)cc2)CC1 | 37 | -1 | i | 3 | -10 | 26 | 3 | 0 | 2 | 41
O=C(O)CCCCCCCCc1cn(CN2C(=O)c3ccccc3C2=O)nn1 | 4 | 7 | i | -1 | -2 | -1 | -10 | -1 | -3 | -16
CCc1ccccc1N1C(=O)C2C3C=CC(CC3)C2C1=O (stereo unspecified) | 6 | 1 | i | -1 | -9 | 1 | -3 | 0 | 2 | -16
COc1ccc(OC)c(/C=C2\SC(N3CCCC(C)C3)=NC2=O)c1 (stereo unspecified) | -1 | 5 | i | 1 | -13 | 18 | -10 | 2 | 2 | 27
Cc1nn(Cc2ccccc2)c2sc(C(=O)N3CCN(Cc4ccc5c(c4)OCO5)CC3)cc12 | -5 | 0 | i | 2 | -7 | -1 | 26 | -1 | 3 | 8
N#Cc1c(N)n[nH]c1Cc1cccc2ccccc12 | 21 | · | i | -1 | · | 7 | 10 | -3 | · | -11
O=C(Nc1cc(S(=O)(=O)N2CCCCC2)ccc1N1CCCCC1)c1ccncc1 | 9 | 1 | i | -1 | 3 | 0 | 19 | 1 | 2 | -8
CC1(C)CC(=O)c2cnc(NC(=O)c3ccco3)nc2C1 | 8 | 1 | i | · | -22 | -1 | -40 | 1 | 2 | 7
CNC(=O)CN(c1cc([N+](=O)[O-])ccc1OC)S(C)(=O)=O | 10 | -8 | i | 2 | 5 | 4 | -1 | 3 | 2 | 5
Cc1ccc(S(=O)(=O)c2nc(-c3ccccc3)oc2NCc2cccnc2)cc1 | 4 | -7 | i | -1 | -10 | · | 9 | -3 | -2 | ·
O=C(Nc1ncc(Cc2ccccc2)s1)C1COc2ccccc2O1 (stereo unspecified) | 9 | -6 | i | 3 | -115 | 32 | -190 | -1 | -2 | ?
Cc1c(Cl)cccc1NC(=S)N1CCCN(Cc2ccccc2F)C1 | -15 | -2 | i | · | -18 | 3 | 5 | 2 | 1 | -1
Cc1ccc(S(=O)(=O)N(CC(=O)NCC2CCCO2)Cc2cccc(C)c2)cc1 (stereo unspecified) | -7 | 0 | i | -1 | -16 | 3 | 17 | 2 | -4 | -1
CCCCNC(=O)Cn1c(=O)n(C)c2ccccc21 | 19 | -2 | i | -11 | 11 | -5 | -30 | 1 | 1 | 2
O=C(CCc1nnc2ccc(NCc3ccccc3)nn12)NC1CCCC1 | 17 | 4 | i | 10 | -17 | -10 | 2 | 0 | 0 | -9
Cc1cc(C)c(NC(=O)CN2C(=O)NC3(CCCCC3)C2=O)c(Cl)c1 | 6 | -3 | i | -3 | -16 | -2 | -21 | 3 | -2 | -2
O=C(Nc1ccccc1C(F)(F)F)N1CCC(n2c(=O)[nH]c3ccccc32)CC1 | 4 | 4 | i | 0 | 6 | -3 | 20 | -7 | 2 | -18
CC(C)(C)Cc1nnc(NS(=O)(=O)c2ccc(F)cc2)s1 | 1 | 1 | i | -2 | -21 | -53* | 17 | 0 | 0 | -65
Nc1ccc(-c2ccc(C(=O)O)s2)cn1 | 43 | -2 | i | 6 | -53 | -1 | 2 | -1 | -1 | 6
CN(CC(=O)Nc1cccc(F)c1)C(=O)c1cccnc1Sc1ccc(Cl)cc1 | -4 | · | i | -2 | · | -3 | 17 | -3 | · | 0
C=CCn1cccc(C(=O)Nc2cc(OC)ccc2OC)c1=O | 5 | -4 | i | 0 | -5 | 2 | -1 | 2 | 0 | -1
COc1ccc(NC(=O)CN2C(=O)COc3ccc(S(=O)(=O)N4CCOCC4)cc32)c(OC)c1 | 38 | -4 | i | -1 | -46 | -44 | -25 | 1 | -3 | -58
CC(C)C(NC(=O)Nc1ccccc1)C(=O)Nc1cccc(S(=O)(=O)N(C)C)c1 (stereo unspecified) | 10 | 3 | i | 2 | -23 | 6 | -9 | -3 | -1 | 21
O=C1O/C(=C/c2ccccc2)c2ccccc21 | 25 | -3 | i | -4 | -10 | 30 | -25 | -2 | -6 | 36
OC1CCN(c2c3c(nc4cc(-c5ccc(F)cc5)nn24)CCC3)CC1 | -4 | -1 | i | -4 | 3 | -1 | 5 | 3 | 1 | 1
S=C(NCc1ccncc1)Nc1cc(Cl)cc(Cl)c1 | -31 | 4 | i | -1 | -27 | 1 | 6 | -2 | 0 | 9
Cc1onc(-c2ccccc2)c1C(=O)c1c[nH]c(C(=O)NCc2ccccn2)c1 | 16 | -2 | i | -7 | -14 | -6 | -8 | 0 | 0 | -5
CCOc1c(Cl)cc(CNCC(C)C)cc1Cl | 11 | -2 | i | -3 | -26 | -3 | -7 | 2 | 2 | -5
O=c1[nH]c(COc2ccccc2)nc2ccccc12 | 10 | 3 | i | -2 | -115 | 11 | -70 | 0 | -1 | 27
CCCCn1c(C)cc(C)c(S(=O)(=O)c2ccccc2C)c1=O | 2 | 2 | i | 2 | 23 | ? | 9 | -1 | 5 | -55
Nc1nnc(SCC(=O)NCCOc2ccccc2)s1 | 8 | 0 | i | -2 | 0 | -8 | 11 | -2 | -2 | 10
COc1ccc(OC)c(C(=O)NC(CC(N)=O)c2ccc(N3CCC(Cc4ccccc4)CC3)c([N+](=O)[O-])c2)c1 (stereo unspecified) | 11 | 4 | i | -2 | -15 | -2 | 7 | -1 | 0 | 5
O=[N+]([O-])c1cc(S(=O)(=O)N2CCCC2)ccc1N/N=C/c1cccs1 | 14 | -2 | i | 1 | -8 | -3 | 7 | 0 | 1 | -3
COc1cc2c(cc1OC)C(c1cccs1)CC(=O)N2 (stereo unspecified) | 13 | -6 | i | · | -22 | -6 | 5 | -1 | -8 | -18
COCCNC(=O)/C(C#N)=C/c1c(F)cccc1Cl | -1 | 3 | i | -1 | -6 | 18 | 23 | -1 | 3 | 19
C=CCN1CN(S(=O)(=O)c2cccs2)c2nc3ccccc3nc21 | 18 | -2 | · | 1 | -6 | 7 | 7 | 0 | 5 | 43

Source: PubChem BioAssay (several laboratories)
